GALK inhibitor: qHTS Assay for Inhibitors of Human Galactokinase (GALK); AID 1868, 2009; P51570; Potency, µM (series often up to 57.5 µM), for inactives: top-dose activity change, negative = inhibition, most hits filed as inhibitors; actives 0.007% (n = 270,000); Purified GALK, Kinase-Glo residual ATP luminescence; further: potency means the concentration at half of the fitted maximal effect; on the % scale 0 is the no-effect control and ±100 the full control effect
Target sequence (P51570 whole entry, looked up): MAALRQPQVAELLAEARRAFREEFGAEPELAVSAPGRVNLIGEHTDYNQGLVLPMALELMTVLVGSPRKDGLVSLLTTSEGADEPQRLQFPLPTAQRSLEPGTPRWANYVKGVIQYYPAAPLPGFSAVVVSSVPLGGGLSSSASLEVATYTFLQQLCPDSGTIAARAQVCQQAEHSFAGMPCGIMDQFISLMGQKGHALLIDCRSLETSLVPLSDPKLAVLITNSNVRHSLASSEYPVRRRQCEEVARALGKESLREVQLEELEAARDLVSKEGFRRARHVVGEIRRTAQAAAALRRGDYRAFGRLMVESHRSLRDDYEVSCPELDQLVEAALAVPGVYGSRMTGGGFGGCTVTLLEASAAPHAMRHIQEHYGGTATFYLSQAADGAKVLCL
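Compounds were pin-transferred into ATP buffer (35 uM final), then GALK plus galactose (5 nM, 100 uM final) was added. After 1 h at room temperature, Kinase-Glo Plus was added and luminescence read after 10 min.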
TSHR antagonist: Antagonists of the Thyroid Stimulating Hormone Receptor: HTS campaign; TSHR-expressing cells, TSH-stimulated cAMP HTRF, 2 h; hits give low values; activity change, negative = inhibition, % at 11.5 µM; Thyrotropin receptor (Homo sapiens), P16473; actives 0.2% (n = 330,000);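 active means activity change below a set negative limit, meaning inhibition stronger than a set level, cut at about -70% in these data; inconclusive means activity change between two set negative limits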; further: on the % scale 0 is the no-effect control and ±100 the full control effect
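TSHR-expressing cells were treated with compounds, then stimulated with TSH at EC80 (4nM final) for 2 hours at 37 deg C. Cellular cAMP was measured by HTRF competition between lysate cAMP and cAMP-d2 for a cryptate-labelled anti-cAMP antibody.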
KCNH2 WT inh: qHTS for Inhibitors of KCHN2 3.1: Wildtype qHTS | U2OS, BacMam KCNH2, thallium flux FluxOr; hits give low values | activity change, % at 1.84 µM | actives 0.37% (n = 340,000) | AID 720551, 2013;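 active means maximum activity change below -70%; inconclusive means maximum activity change between -70% and -50%; inactive means maximum activity change above -50%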; further: on the % scale 0 is the no-effect control and ±100 the full control effect
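U2OS cells transduced with wild-type KCNH2 virus are loaded with FluxOr dye for 45 min, and thallium flux is measured in kinetic reads before and after stimulation buffer. Rate constants are normalized to DMSO controls.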
Menin-MLL TR inh: qHTS Assay for Inhibitors Targeting the Menin-MLL Interaction in MLL Related Leukemias: Competition With Texas Red Labeled MLL-derived Mutant Peptide; Potency, µM (highest dose often 61.6 µM), inactives show top-dose FP activity change, negative = inhibition, most hits filed as inhibitors; Menin + Texas Red MLL mutant peptide, fluorescence polarization; actives 0.23% (n = 270,000); active means well fitted inhibition curve with a large enough effect in the polarisation, with a control signal flat, not every such curve was filed as active; inconclusive means small, poorly fitted or top-dose-only effect, or effect the other way, or a change in a side signal; inactive means no such curve, though single readings can be large or run the other way; the % refers to the polarisation; further: potency means the concentration at half of the fitted maximal effect; % of control where 0% means no effect; many of its hits are not listed in these tables
MBNL1-CUG inh: qHTS Assay for Inhibitors of MBNL1-poly(CUG) RNA binding; TR-FRET MBNL1-His/biotin-(CUG)12 binding, 665/545 ratio; AID 2675, 2010; actives 0.036% (n = 280,000); Potency, µM (doses to about 57.5 µM), inactives show top-dose activity change, negative = inhibition, most hits filed as inhibitors; Muscleblind-like protein 1 (Homo sapiens), Q9NR56; active means well fitted inhibition curve with a large enough effect in the signal ratio, with a control signal flat, not every such curve was filed as active; inconclusive means small, poorly fitted or top-dose-only effect, or effect the other way, or a change in a side signal; inactive means no such curve, though single readings can be large or run the other way; the % refers to the signal ratio; further: potency means the concentration at half of the fitted maximal effect; on the % scale 0 is the no-effect control and ±100 the full control effect
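Inhibition of protein-RNA binding appears as loss of TR-FRET between terbium anti-His antibody on MBNL1-His and streptavidin-XL665 on biotin-(CUG)12. Activity is normalized to buffer-only and uninhibited-complex controls.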
PKM2 activator: qHTS Assay for Activators of Human Muscle isoform 2 Pyruvate Kinase. Pyruvate kinase PKM (Homo sapiens), P14618. purified PKM2, Kinase-Glo ATP luminescence, activation; response scale: 0% is enzyme alone, no compound. Potency, µM (doses to about 57.5 µM), for the others: at the top dose activation, most hits filed as activators. actives 0.34% (n = 260,000). AID 1631, 2009; further: potency means the concentration at half of the fitted maximal effect; on the % scale 0 is the no-effect control and ±100 the full control effect; nearly all actives have a fitted effect of over 55% in size
Target sequence (P14618 whole entry, looked up, canonical isoform): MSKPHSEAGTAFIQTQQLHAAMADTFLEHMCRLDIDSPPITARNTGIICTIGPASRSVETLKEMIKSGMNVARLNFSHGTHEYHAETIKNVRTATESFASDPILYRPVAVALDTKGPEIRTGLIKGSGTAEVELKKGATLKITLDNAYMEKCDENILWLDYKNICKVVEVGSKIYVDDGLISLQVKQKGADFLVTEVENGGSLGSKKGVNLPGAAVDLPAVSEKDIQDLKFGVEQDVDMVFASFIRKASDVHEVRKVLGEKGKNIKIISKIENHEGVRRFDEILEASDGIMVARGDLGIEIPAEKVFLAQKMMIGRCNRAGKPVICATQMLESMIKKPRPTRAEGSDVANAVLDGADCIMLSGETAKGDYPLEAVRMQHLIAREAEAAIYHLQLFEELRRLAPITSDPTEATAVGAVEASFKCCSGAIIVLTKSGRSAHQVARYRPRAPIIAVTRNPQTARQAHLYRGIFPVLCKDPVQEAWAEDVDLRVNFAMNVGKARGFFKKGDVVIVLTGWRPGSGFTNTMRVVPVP
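Purified hPK-M2 (>95% pure) converted ADP (0.1 mM final) to ATP with 0.5 mM PEP in 50 mM imidazole pH7.2, KCl, MgCl2, Tween 20, BSA; 1 h at room temperature. ATP detected by Kinase-Glo luminescence.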
Mito fusion yeast: qHTS Assay for Small Molecule Inhibitors of Mitochondrial Division or Activators of Mitochondrial Fusion | S. cerevisiae fusion-defective mutant growth rescue, CellTiterGlo 48 h | Potency, µM (titrated, usually from 46.1 µM), without a hit: at the top dose growth rescue (activation), actives largely listed as activators | actives 0.23% (n = 320,000) | AID 485298, 2010;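 further: potency means the concentration at half of the fitted maximal effect; % of control where 0% means no effect; nearly all actives have a fitted effect of over 45% in size; temperature-sensitive fusion mutants such as fzo1-1 at 37 °C on non-fermentable ethanol glycerol medium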
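S. cerevisiae fusion-defective temperature-sensitive mutants (e.g. fzo1-1, mgm1-5) grown 48 h at 37C in YPEG (ethanol/glycerol non-fermentable) medium with 23 nl compound per well; growth rescue read as CellTiterGlo luminescence.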
ASM inhibitor: Inhibitors of Secretory Acid Sphingomyelinase (S-ASM): qHTS; Sphingomyelin phosphodiesterase (Homo sapiens), P17405; placental ASM, HMU-PC fluorogenic substrate, 60 min; Potency, µM (titrated, usually from 57.5 µM), inactives show at the top dose activity change, negative = inhibition, actives largely listed as inhibitors; actives 0.006% (n = 340,000); AID 504937, 2011; further: potency means the concentration at half of the fitted maximal effect
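Human placenta-derived ASM enzyme was preincubated with compound for 10 minutes at room temperature, then given fluorogenic substrate HMU-PC0 (9 uM final) for 60 minutes at 37 °C; a pH 10 stop preceded fluorescence reading at Ex 386/Em 447 nm.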
Eya2 phos inh: qHTS Assay for Inhibitors of the Phosphatase Activity of Eya2; recombinant Eya2, OMFP fluorescence dephosphorylation (OMFP is methylfluorescein phosphate); Potency, µM (top dose mostly 76.9 µM), inactives show top-dose activity, negative = inhibition, actives largely listed as inhibitors; actives 0.006% (n = 330,000); AID 488837, 2010; further: potency means the concentration at half of the fitted maximal effect; on the % scale 0 is the no-effect control and ±100 the full control effect
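Eya2 protein (added as 0.2 uM solution) was preincubated with compound for 10 min at ambient temperature in 50 mM HEPES pH 7.5, 50 mM NaCl, 5 uM MgCl2, 0.05% BSA, 1 mM DTT. OMFP (added at 50 uM) then reacted 10 min; fluorescence read at 485/525 nm.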
BCR signal inh: qHTS Assay to Find Inhibitors of Chronic Active B-Cell Receptor Signaling | Potency, µM (top dose mostly 46.1 µM), for inactives: at the highest dose ratio change, negative = lower green/red ratio, hits mostly inhibitors | ABC-DLBCL IkBa-CBG/CBR reporter, luminescence ratio, 4 h | actives 0.05% (n = 340,000); active means well fitted inhibition curve with a large enough effect in the signal ratio, with a control signal flat, not every such curve was filed as active; inconclusive means small, poorly fitted or top-dose-only effect, or effect the other way, or a change in a side signal; the % refers to the signal ratio;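 further: potency means the concentration at half of the fitted maximal effect; plate controls were basal doxycycline-induced cells for no effect and cells given 10 µM MG132 for full effect; MG132 reads +100%, hits lower the ratio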
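Cell line TMD8 (human ABC DLBCL), stably expressing tet-inducible CBG68-IkBa fusion and CBR; IMDM/0.5% FBS; cpd up to 46 uM; dox induction, 4 h, 37C/5% CO2; dual luminescence; green/red ratio; MG132 control.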
USP2a block: qHTS Assay for Inhibitors of Ubiquitin-specific Protease USP2a Using CHOP2 as the Reporter; Ubiquitin carboxyl-terminal hydrolase 2 (Homo sapiens), O75604; USP2 core, Ub-CHOP2 coupled fluorogenic reporter, 485/531; Potency, µM (titrated, usually from 38.3 µM), for inactives: at the top dose activity change, negative = inhibition, actives largely listed as inhibitors; actives 0.01% (n = 330,000);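 further: potency means the concentration at half of the fitted maximal effect; plate controls were DMSO wells for no effect and full inhibition by NEM control for full effect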
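USP2 core (10nM final) preincubated 30min RT with compound in 20mM Tris-HCl pH 8.0, 2mM CaCl2, 2mM beta-mercaptoethanol, 0.05% CHAPS; 25nM Ub-CHOP2 plus 25nM reporter substrate added, fluorescence (Ex485/Em531) read after 60min.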
* hit, by the source's call; ? = inconclusive; / = no result given; & = joins results of further samples; [ ] = dose if it differs, or a comment. Unless noted, the call rests on the fitted dose curve; in most records, active means well fitted curve in the direction sought with a large enough effect; inconclusive means small, poorly fitted or top-dose-only effect, or another doubt; inactive means no such curve, though single readings can be large; an effect the other way counts as inactive or inconclusive. An excerpt. The share of hits here may be higher or lower than overall.

SMILES	GALK inhibitor	TSHR antagonist	KCNH2 WT inh	Menin-MLL TR inh	MBNL1-CUG inh	PKM2 activator	Mito fusion yeast	ASM inhibitor	Eya2 phos inh	BCR signal inh	USP2a block
Cc1ccc(S(=O)(=O)N2CCCCC2)cc1NC(=O)CSc1ccc2c(c1)OCCO2	-2.5%	0.5	2.6	4.1%	-3.6%	-3.3%	-0.6%	-0.6%	-2.0%	0.2%	-0.9%
Cc1c(C)n(C)c2ccc(C(=O)NCCCN3CCOCC3)cc12	0.1%	-13.8	-15.9	-7.0%	-1.4%	-8.2%	-6.1%	9.2%	10.3%	-1.9%	1.1%
CCOC(=O)N1CCN(C(=S)NC(=O)c2ccc(F)c(F)c2)CC1	-1.2%	-1.9	0.2	4.8%	-1.0%	-3.0%	-3.8%	2.3%	-12.8%	-12.8%	3.5%
CN(C)c1cccc(C(=O)OCCCC(=O)c2ccc(F)cc2)c1	/	-16.3	-5.1	/	/	/	6.8%	6.2%	-4.6%	1.4%	-0.9%
CC(C)C(NC(=O)Cc1ccccc1[N+](=O)[O-])C(C)C	0.0%	12.4	3.7	-6.1%	13.3%	-0.6%	0.3%	-1.6%	10.9%	-4.2%	2.0%
COc1ccc(C(=O)N/C(=C/c2ccco2)C(=O)N2CCCCCC2)cc1	2.8%	31.2	-19.2	-3.7%	11.6%	-0.7%[0.46 µM]	3.2%	2.0%	-14.7%	1.0%	0.6%
CCCCn1c(-c2ccco2)nc2oc3ccccc3c(=O)c2c1=O	1.1%	-5.1	0.2	/	?	-7.2%	-6.0%	-2.6%	-5.0%	1.4%	2.0%
Cc1cccc(NC(=O)COC(=O)CCc2c[nH]c3ccccc23)c1	/	-29.3	4.9	/	/	/	5.2%	-2.2%	-7.7%	-9.0%	0.5%
COC(=O)Sc1nnc(-c2ccc(Br)cc2)o1	-5.4%	0.2	/	6.7%	151.8%[activator]	-23.5%	19.6%	/	9.5%	2.0%	2.0%
CN(C)C(CNC(=O)CCCOc1ccccc1)c1ccco1 (stereo not drawn)	-1.9%	7.8	1.3	/	-4.9%	-8.0%	-4.6%	10.6%	4.6%	?	2.9%
COc1ccc(CCNc2nc(-c3ccc(NC(C)=O)cc3)cs2)cc1OC	-0.3%	-18.7	5.3	?	11.5%	8.7%	1.8%	-1.6%	8.1%	0.6%	1.1%
COc1cc(/C=C2/C(=N)N3C(=NC2=O)SN=C3S(C)(=O)=O)ccc1OS(=O)(=O)c1ccccc1	-30.0%	-11.7	/	/	7.1%	/	0.6%	/	5.7%	?	-1.4%
CCOC(=O)Cc1[nH]nc2c1C(c1ccsc1)C(C#N)=C(N)O2 (stereo not drawn)	12.8%	-3.1	-0.8	-1.3%	-4.0%	-6.2%	-3.5%	0.7%	-5.7%	?	2.4%
COc1ccc(N(C(C)C(=O)Nc2cccnc2)S(C)(=O)=O)cc1 (stereo not drawn)	1.1%	-6.8	1.0	4.1%	-5.0%	-0.6%	-2.2%	-1.4%	-4.2%	-5.7%	1.3%
CCOC(=O)C1CCCN(C(=O)c2ccc3c(=O)n(Cc4ccccc4OC)c(=S)[nH]c3c2)C1 (stereo not drawn)	2.1%	-3.3	-1.3	/	5.3%	/	-29.3%	-2.1%	-18.6%	-0.6%	-19.3%
COCCNC(=O)c1cn(C(C)c2ccccc2F)nn1 (stereo not drawn)	3.9%	-4.1	20.1	/	2.1%	-6.7%	-2.1%	0.3%	0.0%	1.9%	3.6%
O=C(N/N=C/c1cc2c(cc1[N+](=O)[O-])OCO2)c1ccc2c(c1)OCO2	3.9%	-1.8	-6.3	?	?	/	6.7%	-0.4%	7.7%	-23.4%	-0.1%
COc1ccccc1-c1sc2ccccc2c1-c1ccc(OCCN2CCOCC2)cc1	/	15.4	4.5	/	/	/	/	-19.1%	-5.3%	?	-0.5%
CCCCNC(=S)Nc1ccc(SC(F)F)cc1	0.2%	-9.9	0.6	?	-3.6%	-0.2%	-18.5%	3.8%	-16.3%	0.9%	-0.6%
CCOc1ccc(S(=O)(=O)N2CCCCC2)cc1NC(=O)CN1C(=O)NC(C)(C2CC2)C1=O (stereo not drawn)	/	12.0	12.9	/	/	/	0.8%	2.5%	-5.0%	2.8%	4.8%
CC(C)CNC(=O)CCCc1c[nH]c2ccccc12	/	-8.9	-70.4*	-11.7%	-3.9%	4.9%	-0.3%	-2.2%	-11.6%	?	-0.5%
Cc1ccn2c(=O)c(NC(=O)c3ccc(Br)o3)c(C)nc2c1	/	12.1	3.0	/	/	/	7.2%	-0.3%	-12.9%	5.8%	0.4%
Cc1ccc(SCc2cc(=O)[nH]c(Nc3nc(C)c4ccc(C)cc4n3)n2)cc1	0.6%	-3.5	3.3	-12.9%	/	7.7%	-1.6%	-12.0%	2.9%	-0.8%	4.0%
O=C1CC(=O)Nc2cc(S(=O)(=O)Nc3ccc(F)cc3Cl)ccc2N1	/	7.5	4.5	-2.3%	-1.3%	0.7%	0.4%	2.4%	-11.1%	-0.3%&-2.0%	0.9%
Cc1cc(C)cc(N2C(=O)CC(Sc3ncn[nH]3)C2=O)c1 (stereo not drawn)	2.3%	6.0	-6.0	8.7%	-16.5%	1.4%	1.8%	-0.2%	-0.2%	1.1%	-0.6%
Cc1noc(C)c1COc1cccc(C(=O)N(C)Cc2cccs2)c1	/	-6.3	1.1	/	/	/	6.0%	-1.3%	-3.7%	-4.5%	2.9%
O=C1C(Nc2ccccc2)=C(NS(=O)(=O)c2ccccc2)C(=O)c2ccccc21	6.7%	0.2	1.1	?	?	0.4%	-0.4%	-5.4%	-6.3%	2.7%	3.9%
CCOc1ccc(NC(=O)NCC2CCN(c3ccc(OC)cc3)C2)cc1 (stereo not drawn)	2.0%	-6.9	2.2	5.9%	-1.9%	-4.4%	-2.6%	-0.3%	-7.9%	-1.5%	1.6%
CCOc1ccccc1N1CC(C(=O)NCCOc2ccccc2OC)CC1=O (stereo not drawn)	1.7%	4.7	9.1	/	3.1%	0.2%	0.3%	0.8%	-7.9%	2.6%	2.5%
CCOc1ccc(Br)cc1CNCc1cccnc1	-4.0%	10.9	13.6	4.3%	-3.8%	0.0%	-0.4%	3.2%	3.5%	2.1%	2.5%
Cc1ccc(S(=O)(=O)N2CCC[C@H]2C(=O)OCc2cc(=O)oc3cc(C)ccc23)cc1	/	-31.7	0.6	/	/	/	/	-6.0%	-1.7%	1.1%	-10.6%
COc1ccc([C@]23Cc4c(ccc5ccccc45)C(O2)C2=C(CCCC2=O)O3)cc1	/	/	/	-4.1%[11.7 µM]	3.8%[11.5 µM]	8.4%[11.5 µM]	2.7%[9.22 µM]	/	11.1%[15.4 µM]	?	-1.0%[7.66 µM]
COc1cc(/C=N/NC(=O)c2ccc(O)cc2)ccc1OCC(=O)N1CC(C)OC(C)C1 (stereo not drawn)	-1.0%	-7.4	-10.8	/	-3.9%	14.7%	0.9%	5.2%	-27.0%	/	-0.7%
CCc1ccc(NC(=O)Cn2cnc3sc(C)c(S(=O)(=O)N4CCOCC4)c3c2=O)cc1	4.9%	-2.9	1.5	1.8%	-0.3%	10.3%	-0.5%	0.1%	-6.1%	-0.5%	3.4%
COC(=O)c1cc(C)sc1NC(=O)CN1CCN(C(=O)C2CCCO2)CC1 (stereo not drawn)	-1.0%	-1.1	36.2	/	0.7%	-6.8%	-0.3%	-1.6%	-0.6%	6.7%	1.9%
Cc1ccc2cc(C)c3nnc(SCC(=O)N4CCN(C(=O)c5ccco5)CC4)n3c2c1	0.3%	1.0	6.5	4.4%	20.4%	7.5%	-1.0%	-1.1%	7.1%	?	-0.9%

Screening data (PubChem)
